NCI-60 one-dose screen, 48 h, at 10 µM unless noted. Numbers give growth in % (100 = growth as untreated, 0 = no growth, -100 = all killed).
K-562: K-562 leukemia. hit rate 7.4% among 78,000
BT-549: BT-549 breast cancer | hit rate 4.4% among 78,000 | AID 1794793
HS 578T: HS 578T breast cancer; hit rate 4.1% among 78,000
T-47D: T-47D breast cancer. hit rate 5% among 79,000
MDA-MB-231: MDA-MB-231 breast cancer; hit rate 5% among 81,000; AID 1794789
SR: SR leukemia cells; hit rate 8.7% among 73,000
MCF7: MCF7 breast cancer. AID 1794796. hit rate 6.3% among 82,000
MDA-MB-468: MDA-MB-468 breast cancer; AID 2202374; hit rate 8.5% among 78,000
An asterisk follows results filed as active; x = no result given; & = joins results of further samples. Rule for the calls: active = growth percent below 10; inactive = the rest.

| SMILES | MCF7 | HS 578T | BT-549 | MDA-MB-231 | MDA-MB-468 | K-562 | T-47D | SR |
| --- | --- | --- | --- | --- | --- | --- | --- | --- |
| c1cn2cc(-c3ccc4c(c3)ncn4C3CCCCC3)nc(-c3ccc4ncn(C5CCCCC5)c4c3)c2n1 | 81 | 76 | 72 | 71 | 85 | 62 | 55 | 50 |
| CN(CCC#N)c1ccc(/C=C(\C#N)c2ccc(Br)cc2)cc1 | 50 | 92 | 70 | 67 | 11 | 25 | 58 | x |
| NC(=O)c1c(NC(=O)c2cccc(OC(F)(F)F)c2)sc2c1CCC(=O)C2 | 27 | 40 | 28 | 63 | 42 | 13 | 28 | 30 |
| COc1ccc(-c2cc(-c3nnc(SC/C(=N\O)c4ccccc4)n3-c3ccccc3)c3ccccc3n2)cc1 | x | 98 | 108 | 103 | 107 | 113 | 106 | 87 |
| COc1ccc(C2Nc3ccccc3C(=O)N2/N=C(\C)c2c(O)cc(C)oc2=O)cc1 (configuration not stated) | 92 | 97 | 108 | 112 | 105 | 89 | 106 | 89 |
| CC1(C)OC2C(COC(=O)c3ccc([N+](=O)[O-])cc3)OC(NC(=O)N(CCCl)N=O)C2O1 (configuration not stated) | 100 | x | x | 121 | 109 | 110 | 95 | 28 |
| CCc1ccccc1N/N=C/c1cn(-c2ccc(C(=O)O)cc2)nc1-c1cc2ccccc2oc1=O | 91 | 87 | 104 | 103 | 122 | 96 | 112 | 93 |
| COc1ccc(C(=O)n2nc(CC(=O)NCCc3ccccc3)nc2N)cc1 | 103 | 108 | 107 | 102 | 113 | 92 | 104 | 92 |
| COc1cc(/C=N/NC(=O)c2ccc(Br)o2)cc(OC)c1OC | 65 | 104 | 97 | 103 | 79 | 113 | 102 | 98 |
| COc1ccccc1C(=O)Cc1ccccc1 | 104&102 | 102&113 | 98&104 | 112&99 | 117&98 | 112&107 | 104&105 | 122&103 |
| O=c1[nH]c2ccccc2n1CCCN1CCN(C(c2ccccc2)c2ccccc2)CC1 | 80 | 93 | 97 | 90 | 92 | 65 | 102 | 81 |
| COc1ccccc1/C=C/C=N/N1C(=S)NC2C1N(C)C(=O)N2c1ccccc1 (configuration not stated) | 89 | 94 | 115 | 99 | 97 | 91 | 90 | 93 |
| COC(=O)c1c(C)nc(Nc2nc3ccccc3s2)nc1-c1ccc(Cl)cc1Cl | 78 | 108 | 101 | 99 | 104 | 91 | 105 | 99 |
| c1ccc(-n2ncc3c(-n4cncn4)ncnc32)cc1 | 73 | 110 | 100 | 75 | 94 | 74 | 105 | 84 |
| COc1ccc(Nc2nnc3n(Cc4ccccc4)c(=O)c4c5c(sc4n23)CCCC5)cc1 | 92 | 104 | 102 | 109 | 104 | 96 | 96 | 96 |
| CNc1ccc(Br)cc1-c1n[nH]c(=O)[nH]c1=O | 90 | 84 | 100 | 94 | 120 | 103 | 109 | 103 |
| OCC1CCCO1 (configuration not stated) | 105 | 117 | 101 | 105 | 96 | 98 | 105 | 106 |
| Cc1nc2sc(-c3nc4ccccc4[nH]3)c(N)c2c(C)c1Br | 61 | 92 | x | 87 | 99 | 45 | x | 84 |
| Cc1nc(SCC(=O)O)n[nH]1 | 97 | 111 | 91 | 102 | x | 91 | 102 | x |
| C=C(C)[C@@H]1CC[C@]2(CO)CC[C@]3(C)[C@H](CC[C@@H]4[C@@](C)(CCCN)[C@H](C(=C)C)CC[C@]43C)[C@@H]12 | -89* | -52* | -93* | -96* | -71* | -5.1* | -41* | -14* |
| O=C(c1nn(-c2ccccc2)c2c1CC(NCCc1ccc(C(F)(F)F)cc1)CC2)N1CCCCC1 (configuration not stated) | 79 | 88 | 90 | 98 | 88 | 74 | 94 | 58 |
| Clc1ccc(-c2nnc(CCc3nc(-c4ccc(Br)cc4)no3)o2)cc1Cl | 94 | 110 | 103 | 104 | 111 | 103 | 105 | 101 |
| O=C(Cn1cc(CN2CCN(c3ccnc4cc(Cl)ccc34)CC2)nn1)Nc1cccc(Cl)c1 | 93 | 88 | 79 | 66 | 78 | 62 | 100 | 85 |
| CC(=O)N1N=C(c2ccc(Nc3nc(Nc4ccc(F)cc4)nc(Nc4ccc(Cl)cc4)n3)cc2)CC1c1ccc(Oc2ccccc2)cc1 (configuration not stated) | 103 | 189 | 91 | 100 | 96 | 71 | 85 | 97 |
| Cc1cccc(-c2nc(Nc3ccc4ncsc4c3)c3ccccc3n2)n1 | 9.7* | 116 | 88 | 101 | 72 | 29 | 35 | 69 |

An excerpt from above in order of SMILES length, low to high:
| SMILES | MCF7 | HS 578T | BT-549 | MDA-MB-231 | MDA-MB-468 | K-562 | T-47D | SR |
| --- | --- | --- | --- | --- | --- | --- | --- | --- |
| Cc1nc(SCC(=O)O)n[nH]1 | 97 | 111 | 91 | 102 | x | 91 | 102 | x |
| COc1ccccc1C(=O)Cc1ccccc1 | 104&102 | 102&113 | 98&104 | 112&99 | 117&98 | 112&107 | 104&105 | 122&103 |
| COc1ccc(C(=O)n2nc(CC(=O)NCCc3ccccc3)nc2N)cc1 | 103 | 108 | 107 | 102 | 113 | 92 | 104 | 92 |
| COC(=O)c1c(C)nc(Nc2nc3ccccc3s2)nc1-c1ccc(Cl)cc1Cl | 78 | 108 | 101 | 99 | 104 | 91 | 105 | 99 |
| COc1ccc(C2Nc3ccccc3C(=O)N2/N=C(\C)c2c(O)cc(C)oc2=O)cc1 (configuration not stated) | 92 | 97 | 108 | 112 | 105 | 89 | 106 | 89 |
| CC1(C)OC2C(COC(=O)c3ccc([N+](=O)[O-])cc3)OC(NC(=O)N(CCCl)N=O)C2O1 (configuration not stated) | 100 | x | x | 121 | 109 | 110 | 95 | 28 |
| CC(=O)N1N=C(c2ccc(Nc3nc(Nc4ccc(F)cc4)nc(Nc4ccc(Cl)cc4)n3)cc2)CC1c1ccc(Oc2ccccc2)cc1 (configuration not stated) | 103 | 189 | 91 | 100 | 96 | 71 | 85 | 97 |

(next part)
| SMILES | MCF7 | HS 578T | BT-549 | MDA-MB-231 | MDA-MB-468 | K-562 | T-47D | SR |
| --- | --- | --- | --- | --- | --- | --- | --- | --- |
| O=[N+]([O-])c1cc(Cl)ccc1S(=O)(=O)c1ccccc1 | 87 | 104 | 109 | 117 | 86 | 94 | 89 | 92 |
| O=C(c1c(F)ccc(NS(=O)(=O)N2CC[C@@H](F)C2)c1F)c1c[nH]c2ncc(-c3cnc(C4CC4)nc3)cc12 | 61 | x | 62 | 36 | 55 | 16 | 9.3* | 22 |
| CC1(C)Cc2cc(Br)ccc2O1 | 99 | x | 101 | 119 | x | 109 | 96 | 97 |
| CCCN1C(=O)CC(c2ccc(OC)c(OC)c2)C1=O (configuration not stated) | 102 | 109 | 107 | 108 | 108 | 85 | 109 | x |
| Nc1ncc(-c2ccccc2)c2ccncc12 | 192 | 110 | 93 | 112 | x | 87 | 119 | 72 |
| COc1cc(-c2nn(-c3cccc(F)c3)cc2C(=O)O)ccc1O | 82 | 104 | 99 | 109 | 99 | x | 103 | 77 |
| Cc1cc(C)c2c(Nc3ncnc4c3sc3ncccc34)n[nH]c2n1 | 105 | 107 | 98 | 107 | 100 | 100 | 100 | 104 |
| S=c1sc2ccccc2n1CCNc1ccccc1 | 92 | 113 | 124 | 94 | 105 | 89 | 94 | 100 |
| N#Cc1ccc(Oc2ccc3ccc(=O)oc3c2)cc1 | 97 | 93 | 110 | 99 | 93 | 79 | 94 | 83 |
| CC(=O)OC[C@@H]1C2CCC(C2)[C@@H]1COC(C)=O | 106 | 116 | x | 104 | 110 | 93 | 100 | 94 |
| COc1ccc(-n2nnc3c4nc(-c5cc(OC)c(OC)c(OC)c5)oc(=O)c4c(C)nc32)cc1 | 97 | 100 | 105 | 115 | 109 | 104 | x | 90 |
| CC(=O)O[C@H]1C/C=C\C[C@@H](O)[C@@]2(C)O[C@@H]2CC[C@H](C)C1 | 84 | 96 | 95 | 95 | 91 | 104 | 83 | 97 |
| C#CCC(C(=O)OCC)C(=O)OCC | 98 | 104 | x | 101 | 108 | 102 | 114 | 100 |
| CC1(C)CC(=O)C(c2ccccc2)=C(O)c2ccccc21 | 97 | 100 | 104 | 124 | 119 | x | 110 | 175 |
| COc1cc(Nc2cc(C)nc(N3CCN(c4ccnc5cc(Cl)ccc45)CC3)n2)cc(OC)c1 | 5.3* | 18 | 42 | -35* | 11 | 8.3* | 8.2* | -4.1* |
| COc1ccc(C(=S)N2CCN(c3cccc(Cl)c3)CC2)cc1OC | 57 | 96 | x | 79 | x | 40 | 90 | x |
| COc1ccc(Oc2ccc(/C=C/C(=O)c3cc4ccccc4oc3=O)cc2)cc1 | 26 | 101 | 81 | 76 | x | 79 | 85 | 81 |
| CCOC(=O)/C(=C\c1ccc(Cl)cc1)P(=O)(OCC)OCC | 30 | 93 | 76 | 83 | 52 | 42 | 46 | 10 |
| CN(C)c1ccc(CSc2ccccc2)cc1 | 116 | 105 | 102 | 107 | 108 | 109 | 86 | 130 |
| [O-]/[N+](=N/O)c1cccc2ccccc12 | 66 | 85 | 107 | 65 | 64 | 82 | 63 | 77 |
| CC(C)N(C(=O)c1ccc(Cl)cc1)C(C)C | 103 | 104 | 120 | 101 | 102 | 104 | 94 | 90 |
| CNc1ccc([N+](=O)[O-])cc1 | 93 | 113 | 106 | 130 | 101 | 108 | 104 | 93 |
| COc1ccc(-c2nnc(SCC(=O)Nc3ccc(C(=O)/C=C/c4cc(OC)c(OC)c(OC)c4)cc3)n2-c2ccccc2)cc1 | 41 | 95 | 93 | 96 | 98 | 69 | 76 | x |
| CCOC(=O)CCCCCCCCCCBr | 108 | 110 | 96 | 107 | 105 | 100 | 95 | 95 |
| O=C(O)c1ccc(F)c(C(=O)O)c1 | x | 101 | 106 | 101 | 95 | 116 | 104 | 101 |
| CSc1n[nH]c2nc(-c3ccc(F)cc3)[nH]c(=O)c12 | 97 | 106 | 95 | 100 | 104 | 101 | 99 | 106 |
| O=C1/C(=C/c2ccc([N+](=O)[O-])s2)Oc2ccc(Br)cc21 | -25* | 16 | -46* | -64* | -40* | -5.9* | -56* | 7.7* |
| COc1ccc(C(=O)N2NC(=O)/C(=C/c3ccc(F)cc3)N=C2c2ccccc2)cc1 | 97 | 101 | 83 | 88 | 91 | 94 | 96 | 52 |
| O=C1CCC(NNC(=O)c2ccc(Cl)cc2Cl)N1 (configuration not stated) | 100 | 96 | 110 | 106 | 109 | 98 | 110 | 107 |
| CC(=O)Nc1ccc(I)cc1C(=O)O | 97 | 89 | 100 | 90 | 106 | 117 | 105 | 111 |
| O=C(NC(Cc1ccccc1)C(=O)O)c1ccccc1 (configuration not stated) | 92 | 115 | 99 | 103 | 97 | 101 | 93 | x |
| Clc1ccc(Nc2nc3ccccc3s2)cc1 | 83 | x | 71 | 78 | 95 | 65 | 48 | 75 |
| C=C(C)[C@@H]1CC[C@]2(C(N)=O)CC[C@]3(C)[C@H](CC[C@@H]4[C@@]5(C)Cc6c([nH]c7ccccc67)C(C)(C)[C@@H]5CC[C@]43C)[C@@H]12 | 46 | 70 | 76 | 85 | 83 | 36 | 54 | 53 |
| O=C(c1ccc(Cl)cc1)c1cc2ccccc2o1 | 65 | 106 | 95 | 94 | 80 | 95 | 95 | 98 |
| COc1ccc(/C=N/Nc2ccc([N+](=O)[O-])cn2)cc1 | 104 | 121 | 110 | 92 | 117 | 99 | 99 | 87 |
| COc1ccc(-c2nc3c(nc(C)c4ccc(-c5ccccc5)nc43)o2)cc1 | 94 | 101 | 103 | 119 | 101 | 101 | 91 | 92 |
| COP(=O)(OC)c1nnn(-c2cccc([N+](=O)[O-])c2)c1C | 98 | 102 | 105 | 113 | 120 | 102 | 99 | 104 |
| CNC1=C([N+](=O)[O-])C(c2ccc(OC)cc2)C(C#N)=C(c2ccc[nH]2)O1 (configuration not stated) | 86 | 98 | 101 | 104 | 96 | 96 | 100 | 98 |
| Cc1cn(-c2cc(C(=O)Nc3cccc(C#Cc4cccc5[nH]nc(N)c45)c3)cc(C(F)(F)F)c2)cn1 | 65 | 39 | 43 | 30 | 70 | 5.2* | 54 | 50 |
| O=C(/C=C/c1ccccc1)n1c(-c2ccc(Cl)cc2)nc2ccccc21 | 10 | 20 | -50* | -27* | -6.6* | 40 | -4.2* | x |
| Cc1cccc(C)c1N1C(c2ccccc2)=NNC12C=CC(=O)c1c(O)cccc12 (configuration not stated) | 79 | x | 45 | 92 | 85 | 46 | 96 | 57 |
| COc1cccc(-c2nn(C(C)(C)C)cc2-c2ccnc(NCCCNS(=O)(=O)c3cccc(F)c3)c2)c1 | 95 | 102 | 108 | 107 | 106 | 105 | 100 | x |
| Cc1ccc(C#N)cn1 | 95 | 97 | 118 | 103 | 99 | 109 | 114 | x |
| CC(O)C(=O)O (configuration not stated) | 103&96 | 108 | 124&101 | 105&115 | 91&105 | 107 | 105&82 | 107&96 |
| Nc1c(C(=O)Nc2cccc(Cl)c2)sc2nc3c(cc12)C(=O)CCC3 | 17 | 4.5* | 66 | 44 | -11* | 23 | 53 | 39 |
| c1cc[c]([Bi]([c]2ccccc2)[c]2ccccc2)cc1 | 97 | 100 | 97 | 95 | 85 | 105 | x | 102 |
| COc1ccc(NC(=O)c2cccc(-c3cc(=O)c4c(O)c(OC)c(OC)cc4o3)c2)cc1 | 93 | 56 | 31 | x | 84 | 92 | x | 81 |
| CC(=O)NNc1ccc2nnc(-c3ccccc3)n2n1 | 95 | 100 | x | 106 | 101 | x | 105 | x |
| O=C(CNC(=O)OCc1ccccc1)NCC(=O)NC(Cc1c[nH]c2ccccc12)C(=O)O (configuration not stated) | 99 | 103 | 95 | 112 | 109 | 84 | 96 | 89 |
| CCOC(=O)COc1ccc2c(c1)O/C(=C\c1ccccc1OC)C2=O | 99 | 94 | 114 | 99 | 108 | 102 | 104 | x |
| OC1CCN(CCCOc2c3ccc(Cl)cc3nc3c2oc2ccc(Cl)cc23)CC1 | -80* | 20 | 47 | 24 | 1.0* | -52* | 52 | -39* |
| Cc1cc([N+](=O)[O-])ccc1P(=O)(O)c1ccc([N+](=O)[O-])cc1C | 108 | 102 | 114 | 97 | 95 | 108 | 101 | 94 |
| NC(N)=Nc1ccc(Oc2cccc(NC(N)=Nc3ccc(Br)cc3)c2)cn1 | 11 | 44 | 99 | 77 | 8.7* | 52 | 38 | 35 |
